DENV2 CPE rescue: DENV2-induced cell death inhibition. DENV2-infected cells, cytopathic effect rescue, plate reader. CPE inhibition, % at 9.99 µM. actives 1.7% (n = 350,000). AID 651640; in the data active means CPE inhibition above about 20%, passing the limit was not always enough; inconclusive means no clear call, values can overlap the other calls; tested in BHK-21 cells;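 further: 0% = median of neutral control wells and 100% = median of positive control wells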
ERp5 block: ERp5 (human) disulfide isomerase inhibition | Q15084 | ERp5 insulin aggregation, absorbance 650 nm, 90 min | actives 0.05% (n = 350,000) | inhibition, % at 9.99 µM;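 active means mean replicate inhibition above about 25%, with every replicate also reaching it, limit read from the data, passing the limit was not always enough; inconclusive means only one of those two criteria met; inactive means neither criterion met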
Target sequence (Q15084 whole entry, looked up): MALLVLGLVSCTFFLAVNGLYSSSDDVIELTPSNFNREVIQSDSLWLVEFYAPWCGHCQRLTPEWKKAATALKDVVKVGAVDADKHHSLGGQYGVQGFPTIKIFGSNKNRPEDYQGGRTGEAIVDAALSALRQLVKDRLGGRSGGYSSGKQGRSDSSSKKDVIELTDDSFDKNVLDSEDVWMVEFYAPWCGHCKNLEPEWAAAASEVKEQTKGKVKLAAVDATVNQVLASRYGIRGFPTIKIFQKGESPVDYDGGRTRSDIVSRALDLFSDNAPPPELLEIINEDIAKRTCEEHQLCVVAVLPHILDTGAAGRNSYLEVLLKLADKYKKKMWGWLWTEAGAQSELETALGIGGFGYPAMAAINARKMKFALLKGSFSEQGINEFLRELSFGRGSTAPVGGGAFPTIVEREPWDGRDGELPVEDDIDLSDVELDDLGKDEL
F508del corr: correctors of CFTR F508del function in bronchial epithelial cells | actives 0.36% (n = 350,000) | AID 720511 | CFBE cells, YFP halide quenching; stimulated with forskolin plus potentiator P3; % fluorescence drop versus neutral controls | activity (quench increase), % at 7.58 µM;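 active means mean added fluorescence quench of at least 8% versus neutral control, with both replicates also reaching 8%; inconclusive means only one of the mean or replicate conditions met; inactive means mean below 8% and not both replicates reaching 8%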;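 further: cells transiently co-express mutant CFTR-F508del with the halide-sensitive YFP; corrector assay measuring rescue of mutant channel to the surface after 24 h compound exposure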
SIRT5 inh: blocks human SIRT5 desuccinylation of peptide; Q9NXA8; Purified SirT5, succinyl-peptide AMC, trypsin-coupled fluorescence; inhibition, % at 15 µM; actives 1.1% (n = 330,000); AID 652115; in the data active means inhibition above about 15%; inconclusive means no clear call, values can overlap the other calls
Target sequence (Q9NXA8 whole entry, looked up): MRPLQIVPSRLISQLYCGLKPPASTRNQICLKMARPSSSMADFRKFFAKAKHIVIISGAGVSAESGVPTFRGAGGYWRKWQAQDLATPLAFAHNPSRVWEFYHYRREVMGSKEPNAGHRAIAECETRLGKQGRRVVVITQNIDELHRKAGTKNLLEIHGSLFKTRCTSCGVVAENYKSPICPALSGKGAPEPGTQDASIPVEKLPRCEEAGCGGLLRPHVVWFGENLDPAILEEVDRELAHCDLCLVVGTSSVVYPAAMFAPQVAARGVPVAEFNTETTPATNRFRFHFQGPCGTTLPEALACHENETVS
miR-122 sensor: inhibitors of miR-122 in Huh7 cells. AID 602342. activation (reporter increase), % at 12.5 µM. actives 0.3% (n = 340,000). Huh7 miR-122 Renilla luciferase sensor, 48 h; neutral wells = 0, positive control = 100;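 active means mean replicate activation score at least 90 and every replicate individually at or above 90; inconclusive means only one of the two criteria met; inactive means neither criterion met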;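 further: higher luciferase means less miR-122 activity so hits act as miR-122 inhibitors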
Casp6 inh: caspase-6 (human) enzyme inhibition; P55212; purified caspase-6, Z-VEID-R110 cleavage fluorescence; inhibition, % at 12.5 µM; actives 0.53% (n = 350,000);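 active means mean inhibition across replicates at least about 35%, with every replicate also reaching that limit, limit read from the data; inconclusive means only one of the two criteria met; inactive means neither criterion met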;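 further: 0% = median of neutral control wells and 100% = no fluorescence left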
Target sequence (P55212 24-179 limits assumed): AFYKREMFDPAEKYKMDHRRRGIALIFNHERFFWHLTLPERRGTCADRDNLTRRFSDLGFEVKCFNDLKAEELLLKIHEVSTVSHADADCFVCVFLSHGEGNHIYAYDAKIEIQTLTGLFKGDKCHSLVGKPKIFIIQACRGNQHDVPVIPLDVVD
Target sequence (P55212 194-293 limits assumed): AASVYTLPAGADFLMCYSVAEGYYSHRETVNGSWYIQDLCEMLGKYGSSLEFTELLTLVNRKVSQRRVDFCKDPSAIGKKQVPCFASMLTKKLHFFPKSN
ERAP1 HTS inh: inhibitors of human ERAP1 aminopeptidase. actives 0.15% (n = 340,000). Q9NZ08. recombinant ERAP1, Leu-AMC fluorescence, 60 min. AID 652197. inhibition, % at 10.7 µM;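 active means mean replicate inhibition of at least 30%, or all replicates individually reaching that 30% level; inactive means mean below 30% and not every replicate reaching it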;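 further: 0% = neutral control wells and 100% = L-leucinethiol positive control wells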
* = called active by the depositor; ? = inconclusive; / = not tested or not shown; [ ] = remark or other dose. The list is partial. The share of hits here may be higher or lower than overall.

SMILES	DENV2 CPE rescue	ERp5 block	F508del corr	SIRT5 inh	miR-122 sensor	Casp6 inh	ERAP1 HTS inh
O=C(Cc1ccccc1)N1CC2(C1)[C@H](c1ccccc1)[C@H](CO)N2Cc1cccc(Cl)c1	4	-2	6.0	8	/	0	-2
CN1C2CCC1C(C(=O)Oc1ccccc1)C(c1ccc(Cl)cc1)C2 (configuration not stated)	-15	-3	0.5	/	/	1	-4
Cc1nn(CC(C)C)c(Cl)c1C(=O)O	-6	4	3.1	/	/	1	0
C=CCCC[C@@H]1OC(=O)CNC(=O)C([C@@H](C)CC)NC(=O)[C@@H]2CCCN2C(=O)C([C@@H](C)CC)OC(=O)[C@H](Cc2ccccc2)N(C)C(=O)[C@H](C(C)C)NC(=O)C1(C)C (some centres not stated)	0	-2	2.7	8	-13	1	/
Cc1ccc2c(c1N)C(=O)c1ccccc1C2=O	31*	-5	0.4	/	3	5	2
C/C(=C\c1ccc(N(C)C)cc1)[N+](=O)[O-]	3	7	2.2	0	3	1	0
O=C1N[C@@H](Cc2ccccc2)C(=O)N2[C@H]1C[C@H]1c3ccccc3N(OOSc3ccccc3)[C@H]12	-11	-5	2.6	/	16	-1	1
COc1cc(/C=C2\C[C@H]3[C@@H]4CC=C5C[C@@H](N6CCCC6)CC[C@]5(C)[C@H]4CC[C@]3(C)[C@H]2O)cc(OC)c1OC	4	-2	-1.4	/	/	-2	2
CN(C)c1ccc([P+](=O)c2ccc(N(C)C)cc2)cc1	-2	2	-1.1	0	3	-2	6
CC1CCN(C(=O)COC(=O)c2cn(C)c3ccccc23)CC1	6	0	1.6	-2	-6	-1	0
Cc1ncc(CN2CCCC(C(=O)c3sccc3C)C2)s1 (configuration not stated)	-3	8	-1.7	8	/	-2	1
CCOC(=O)C1(c2ccccc2)CCN(CCC(=O)Nc2ccc(F)cc2)CC1	1	0	4.2	-1	/	-4	2
O=c1[nH]c2ccccc2n1C1CCN(Cc2ccc(-c3[nH]c4cc5ncnc5cc4nc3-c3ccccc3)cc2)CC1	-8	7	2.6	5	/	-3	2
O=C(Cc1ccccc1)N1CCCCN2[C@H](CO)[C@@H](c3ccc(C#Cc4ccccc4)cc3)[C@H]2C1	-2	2	0.5	0	6[16.7 µM]	54*	-4
CC/C(=N\Nc1ccccc1)c1c(O)n(-c2ccc(OC)cc2)c(=O)[nH]c1=O	?	4	-0.6	0	/	-1	0
CCN(CC)CCN=Cc1c(O)n(Cc2ccco2)c(=O)[nH]c1=O	-1	3	-0.8	-1	2	-6	1
Cc1nc(Cl)sc1C(=O)Nc1ccc2ccccc2c1	-1	0	1.1	0	/	1	-2
Cc1cc(C)c2c(c1)NP(=S)(c1ccccc1)N2 (configuration not stated)	-9	3	-1.8	-3	-7	-8	-2
Nc1ccc(C(=O)N/N=C2/CN3CCC2CC3)cc1	8	-9	-1.4	-4	-6	4	1
COc1ccccc1CC(=O)N1CCN(CCc2ccccc2)CC1	6	4	-3.7	-3	-13	-2	2
CCN(CC)P(c1n(C)cc[n+]1C)N(CC)CC	-4	5	0.1	/	-10	3	103*
Cc1ccc(-n2c(C)cc(/C=C3\C(=O)NC(=O)N(C)C3=O)c2C)cc1C	-8	-3	/	-3	/	12	1
O=C(Nc1ccccc1Cl)OC1CN2CCC1CC2 (configuration not stated)	10	6	/	-3	/	-7	0
COc1ccc(Oc2c(C)oc3cc(OC(=O)N(C)C)ccc3c2=O)cc1	0	1	1.1	-3	0	1	-1
CN1[C@H](CO)[C@H]2c3ccccc3NC[C@H]21	2	-1	-1.3	8	36[16.7 µM]	-3	2
O=P(N[C@@H](c1ccccc1)[C@@H]1C[C@H]1CO)(c1ccccc1)c1ccccc1	-16	4	-0.8	1	-2	-6	3
CNC(=O)Oc1ccccc1OC(C)C	-7	-10	2.8	-1	-1	/	-1
COc1ccc(CC[n+]2cc(/N=C(\C)[O-])on2)cc1OC	-4	-3	2.3	1	-2	-2	-4
OC(c1ccncc1)(c1ccc(F)cc1)c1ccc(F)cc1	-4	-5	/	-1	0	14	-5
C[C@H]1CN([C@@H](C)CO)C(=O)c2c(c3ccccc3n2C)-c2ccccc2CO[C@H]1CN(C)C(=O)Oc1ccccc1	81*	0	-2.4	5	/	-1	2
N/C(=N/[N+](=O)[O-])N1CCN(C(=O)c2ccc(Cl)cc2)CC1	-5	1	1.6	0	-4	-2	-2
CCOC(=O)COc1ccc(/C=C2\C(=O)NC(=S)N(c3ccc(OC)cc3)C2=O)cc1OC	?	-8	-1.1	0	-8	9	6
c1ccc(CNc2c3c(nc4ccccc24)CCC3)cc1	-13	5	1.7	1	1	0	/
COc1cccc(-c2nc3ccc(N4CCN(C)CC4)cc3[nH]2)c1	1	3	-1.6	-16	7	-2	0
COc1cccc(-c2ccc3n(c2=O)C[C@@H]2[C@@H](CO)[C@H](C(=O)O)[C@H]3N2C(=O)c2cnccn2)c1	14	-7	2.6	2	-4[16.7 µM]	-2	0
COc1ccccc1OCC#CCN1CCCC(C)C1 (configuration not stated)	7	-2	1.9	-3	3	-6	0
COc1cccc(CNCCc2ccc3c(c2)OCO3)c1OC	-1	1	0.0	-1	3	0	0
O=C(c1ccccc1F)N1C[C@H]2C[C@@H](C1)c1cccc(=O)n1C2	-15	-2	-1.6	-1	0	-2	-1
CCOC(=O)c1ccccc1C(=O)OCC	1	3	-3.6	-3	-7	-2	0
Cc1ccccc1OCCCn1cc(C(=O)C(=O)N2CCOCC2)c2ccccc21	2	0	3.1	3	/	9	-6
O=C(Cc1ccccc1)N1CCCCN2[C@H](CO)[C@H](c3ccc(C#CC4(O)CCCC4)cc3)[C@H]2C1	-3	2	2.5	2	-1[16.7 µM]	0	3
COC(=O)C1=CO[C@@H](C)[C@@H]2CN3CC[C@@]4(C(=O)Nc5ccccc54)[C@@H]3C[C@H]12	1	-4	3.3	-7	-3	-2	0
COc1cc2occc2c2oc(=O)ccc12	18	2	-4.2	/	5	-8	/
N#Cc1cccc(-c2ccc([C@@H]3[C@@H](CO)N4CCCCN(C(=O)Cc5ccncc5)C[C@@H]34)cc2)c1	-6	-1	-1.0	1	11[16.7 µM]	2	1
CCCCCCn1c(=O)c(C(=O)Nc2ncccc2C)c(O)c2ccccc21	-2	0	-0.1	-1	1	6	0
c1ccc(CCN2CCC3(CC2)OCCO3)cc1	?	-4	-2.2	-1	/	0	-1
O=C(O)C(Br)CBr (configuration not stated)	-9	-2	-0.5	/	-4	-4	-3
CCCCn1nnnc1C(c1ccccc1)N1CCC2(CC1)C(=O)NCN2c1ccccc1 (configuration not stated)	0	6	0.3	-1	2	0	/
Cc1ccc(O)c(C(=O)c2cc(C(=O)NCCC(C)C)c(=O)n(CCC(C)C)c2)c1	3	4	-0.7	6	/	2	1
CN1CC(Br)C(=O)NC1=O (configuration not stated)	-2	0	-3.5	/	-5	2	-1
CCOC(=O)C(O)(c1ccc(NC(=O)Oc2ccccc2)cc1)C(F)(F)F (configuration not stated)	0	5	-0.7	-5	1	1	-1
O=C(Cc1ccc(N(CCCl)CCCl)cc1)NC(Cc1ccc(Cl)cc1)C(=O)O (configuration not stated)	-7	2	1.9	1	-6	24	2
Fc1ccc(CCNCc2ccc(Br)cc2)cc1	-11	0	0.2	-3	7	-1	1
CCN(CC)C(=O)Oc1ccc(NC(=O)N2CCOCC2)cc1	8	4	0.5	-2	1	0	-2
CCCCCCn1c(=O)c(C(=O)Nc2c(C)n(C)n(-c3ccccc3)c2=O)c(O)c2ccccc21	-1	-8	-0.2	-2	0	-3	/
COc1ccc(-n2c(O)c(/C(C)=N/N3CCCCCC3)c(=O)[nH]c2=O)cc1	3	3	-1.2	2	1	-1	3
CCN(CC)CCO	2	2	-3.5	/	-8	-2	-1
COc1cccc(CN2CCN(c3ccc(F)cc3)CC2)c1OC	-12	-2	0.1	/	2	1	0
CC(C)CC(=O)Nc1ccc(S(=O)(=O)N2CC3CC(C2)c2cccc(=O)n2C3)cc1 (configuration not stated)	-7	-2	1.3	-22	/	-4	0
Cc1ccccc1N1CCN(C2CCCN(C(=O)Cc3c(C)noc3C)C2)CC1 (configuration not stated)	-1	-9	-2.7	12	-2	3	0
C[C@]12CCC3C(CC[C@H]4C[C@@H](O)CC[C@]34C)C1C/C(=N/O)[C@@H]2O (some centres not stated)	0	-3	-0.8	3	-1	6	-1
CCn1c(C)c(C(=O)Nc2ccc(OC)cc2)c2cc(OC)ccc21	-1	-2	-1.1	-12	3	0	-3
CCOC(=O)C1C2c3ccccc3O[C@@]1(C)N=C1SCC(=O)N12 (some centres not stated)	6	-6	-3.6	0	/	2	3

Reformatted: entries from further up
| molecule | DENV2 CPE rescue | ERp5 block | F508del corr | SIRT5 inh | miR-122 sensor | Casp6 inh | ERAP1 HTS inh |
| --- | --- | --- | --- | --- | --- | --- | --- |
| O=C(O)C(Br)CBr (configuration not stated) | -9 | -2 | -0.5 | / | -4 | -4 | -3 |
| CCCCn1nnnc1C(c1ccccc1)N1CCC2(CC1)C(=O)NCN2c1ccccc1 (configuration not stated) | 0 | 6 | 0.3 | -1 | 2 | 0 | / |
| Cc1ccc(O)c(C(=O)c2cc(C(=O)NCCC(C)C)c(=O)n(CCC(C)C)c2)c1 | 3 | 4 | -0.7 | 6 | / | 2 | 1 |
| CN1CC(Br)C(=O)NC1=O (configuration not stated) | -2 | 0 | -3.5 | / | -5 | 2 | -1 |
| CCOC(=O)C(O)(c1ccc(NC(=O)Oc2ccccc2)cc1)C(F)(F)F (configuration not stated) | 0 | 5 | -0.7 | -5 | 1 | 1 | -1 |
| O=C(Cc1ccc(N(CCCl)CCCl)cc1)NC(Cc1ccc(Cl)cc1)C(=O)O (configuration not stated) | -7 | 2 | 1.9 | 1 | -6 | 24 | 2 |
| Fc1ccc(CCNCc2ccc(Br)cc2)cc1 | -11 | 0 | 0.2 | -3 | 7 | -1 | 1 |
| CCN(CC)C(=O)Oc1ccc(NC(=O)N2CCOCC2)cc1 | 8 | 4 | 0.5 | -2 | 1 | 0 | -2 |
| CCCCCCn1c(=O)c(C(=O)Nc2c(C)n(C)n(-c3ccccc3)c2=O)c(O)c2ccccc21 | -1 | -8 | -0.2 | -2 | 0 | -3 | / |
| COc1ccc(-n2c(O)c(/C(C)=N/N3CCCCCC3)c(=O)[nH]c2=O)cc1 | 3 | 3 | -1.2 | 2 | 1 | -1 | 3 |
| CCN(CC)CCO | 2 | 2 | -3.5 | / | -8 | -2 | -1 |
| COc1cccc(CN2CCN(c3ccc(F)cc3)CC2)c1OC | -12 | -2 | 0.1 | / | 2 | 1 | 0 |
| CC(C)CC(=O)Nc1ccc(S(=O)(=O)N2CC3CC(C2)c2cccc(=O)n2C3)cc1 (configuration not stated) | -7 | -2 | 1.3 | -22 | / | -4 | 0 |
| Cc1ccccc1N1CCN(C2CCCN(C(=O)Cc3c(C)noc3C)C2)CC1 (configuration not stated) | -1 | -9 | -2.7 | 12 | -2 | 3 | 0 |
| C[C@]12CCC3C(CC[C@H]4C[C@@H](O)CC[C@]34C)C1C/C(=N/O)[C@@H]2O (some centres not stated) | 0 | -3 | -0.8 | 3 | -1 | 6 | -1 |
| CCn1c(C)c(C(=O)Nc2ccc(OC)cc2)c2cc(OC)ccc21 | -1 | -2 | -1.1 | -12 | 3 | 0 | -3 |
| CCOC(=O)C1C2c3ccccc3O[C@@]1(C)N=C1SCC(=O)N12 (some centres not stated) | 6 | -6 | -3.6 | 0 | / | 2 | 3 |
